Source: PubChem
Nrf2 activator – qHTS of Nrf2 Activators; AREc32 ARE-luciferase reporter (MCF7-derived line), luminescence, 24 h; AID 624171, 2012; Potency, µM (top dose mostly 46.1 µM), for inactives: at the top dose activation, most hits filed as activators; actives 0.31% (n = 410,000); note: % of control where 0% means no effect; nearly all actives have a fitted effect of over 65% in size
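AREc32_Fluc, 1000 cells/well, OPTI-MEM + 5% FBS, o/n 37 deg C 5% CO2; 23 nL cpd by pin tool, 24 hr; Steady-Glo 30 min RT, luminescence.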
TGFb inhibitor – qHTS for Inhibitors of TGF-b; actives 1.2% (n = 410,000); HepG2 CAGA-GFP TGF-b/SMAD3 reporter, GFP fluorescence, 18 h; TGF-beta stimulated, 500 pg/mL final; Potency, µM (doses to about 46.1 µM), for inactives: at the highest dose activity, negative = inhibition, usual class: inhibitors; AID 588855, 2011; note: % is set by controls: 0 for no effect and ±100 for the full control effect; nearly all actives have a fitted effect of over 65% in size
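HEPG2 CAGA-GFP reporter cells (1000/well, DMEM with 1% FBS) received compounds, then recombinant TGF-beta at 500 pg/mL final for 18 hours at 37 degrees C. Per-cell GFP summed per well was normalised to unstimulated and stimulated DMSO controls before curve fitting.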
ATXN viability – Viability Counterscreen for Primary qHTS for Inhibitors of ATXN expression; S2 cells (HEK-293 line with an ATXN2-luciferase reporter) viability, CellTiter-Fluor protease fluorescence, 24 h; Potency, µM (titrated, usually from 56.7 µM), most hits filed as cytotoxic; actives 0.49% (n = 400,000); AID 651635, 2014; note: nearly all actives have a fitted effect of over 40% in size
A549 tox – Nrf2 qHTS screen for inhibitors: counterscreen for cytotoxicity. A549 ARE-Fluc cells, CellTiter-Fluor viability, 18-24 h. Potency, µM (series often up to 46 µM), for the others: top-dose activity change, negative = cytotoxicity, usual class: inhibitors. actives 0.16% (n = 390,000); note: % is set by controls: 0 for no effect and ±100 for the full control effect
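Cytotoxicity counterscreen: CellTiter-Fluor fluorescence was measured in A549 ARE_Fluc cells after 18-24 h of compound exposure in a concentration series. The subsequent BugLite luminescent read reports ARE-luciferase activity.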
Nrf2 block – Nrf2 qHTS screen for inhibitors. A549 ARE-Fluc reporter, luciferase luminescence, 18-24 h. Potency, µM (top dose mostly 46 µM), inactives show at the highest dose activity change, negative = inhibition, actives largely listed as inhibitors. actives 2.1% (n = 360,000). AID 504444, 2011; note: % is set by controls: 0 for no effect and ±100 for the full control effect; nearly all actives have a fitted effect of over 60% in size
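Nrf2 activity is the BugLite luminescence, read 15 min after reagent at room temperature, following CellTiter-Fluor cytotoxicity readout (30 min, 37C). Compound titrations were applied for 18-24 h to 5000 A549 ARE_Fluc cells/well in 5% FBS OPTI-MEM.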
EPAC2 antagonist – qHTS for Antagonist of cAMP-regulated guanine nucleotide exchange factor 2 (EPAC2): primary screen. AID 720708, 2013. EPAC2 GEF exchange of Rap1B-BODIPY-GDP, fluorescence. actives 0.18% (n = 360,000). Potency, µM (highest dose often 114 µM), without a hit: at the top dose activity, negative = inhibition, usual class: inhibitors. Rap guanine nucleotide exchange factor 4 (Homo sapiens), Q8WZA2; note: % is set by controls: 0 for no effect and ±100 for the full control effect; nearly all actives have a fitted effect of over 45% in size; many of its hits are not listed in these tables
Target sequence (Q8WZA2 whole entry, looked up): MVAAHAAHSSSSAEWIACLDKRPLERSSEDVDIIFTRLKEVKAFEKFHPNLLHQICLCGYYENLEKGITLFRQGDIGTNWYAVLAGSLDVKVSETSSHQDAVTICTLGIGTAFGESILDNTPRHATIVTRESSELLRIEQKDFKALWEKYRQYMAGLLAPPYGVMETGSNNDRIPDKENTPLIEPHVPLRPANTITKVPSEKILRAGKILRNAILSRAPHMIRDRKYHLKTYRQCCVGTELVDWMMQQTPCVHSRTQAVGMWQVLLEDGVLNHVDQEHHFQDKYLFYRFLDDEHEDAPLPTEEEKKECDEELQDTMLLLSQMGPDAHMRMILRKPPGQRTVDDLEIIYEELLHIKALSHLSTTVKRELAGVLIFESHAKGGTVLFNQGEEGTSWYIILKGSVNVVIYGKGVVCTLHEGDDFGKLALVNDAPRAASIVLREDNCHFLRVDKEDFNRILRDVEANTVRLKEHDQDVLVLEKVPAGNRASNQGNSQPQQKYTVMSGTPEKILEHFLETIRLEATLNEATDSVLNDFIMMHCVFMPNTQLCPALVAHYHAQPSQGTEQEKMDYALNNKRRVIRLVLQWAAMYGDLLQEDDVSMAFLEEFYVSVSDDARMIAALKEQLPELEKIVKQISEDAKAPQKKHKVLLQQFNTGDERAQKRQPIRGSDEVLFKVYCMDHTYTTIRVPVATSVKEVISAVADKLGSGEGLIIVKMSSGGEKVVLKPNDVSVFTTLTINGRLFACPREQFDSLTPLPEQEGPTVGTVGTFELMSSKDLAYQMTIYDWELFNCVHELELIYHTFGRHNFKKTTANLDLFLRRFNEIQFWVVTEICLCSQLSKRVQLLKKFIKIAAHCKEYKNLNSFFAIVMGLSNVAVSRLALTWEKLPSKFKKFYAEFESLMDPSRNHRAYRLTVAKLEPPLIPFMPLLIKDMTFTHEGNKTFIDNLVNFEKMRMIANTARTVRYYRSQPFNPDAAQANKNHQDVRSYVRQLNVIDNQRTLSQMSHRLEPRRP
ATXN2 expr inh – Primary qHTS for Inhibitors of ATXN expression; Potency, µM (highest dose often 57 µM), for inactives: top-dose activity change, negative = inhibition, actives largely listed as inhibitors; actives 0.72% (n = 360,000); HEK-293 ATXN2-luciferase reporter, luminescence, 24 h; AID 1745845, 2022; note: % is set by controls: 0 for no effect and ±100 for the full control effect; nearly all actives have a fitted effect of over 55% in size
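ATXN2-luciferase reporter cells (luciferase flanked by upstream and downstream ATXN2 gene portions) were treated 24 h at 37 °C with compounds at up to 57 uM. SteadyGlo luminescence gave expression; GF-AFC fluorescence gave viability.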
HepG2 viability – qHTS for Inhibitors of TGF-b: Cytotox Counterscreen. Potency, µM (doses to about 46.1 µM), for the others: at the top dose activity change, negative = cytotoxicity, actives largely listed as cytotoxic. HepG2 CAGA-GFP viability, ATP luminescence, 18 h. AID 588856, 2011. actives 0.76% (n = 410,000); note: some results filed as inactive show a strong effect at the top dose
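HepG2 CAGA-GFP cells (1000/well, DMEM with 1% FBS) received compound, then TGF-beta at 500 pg/mL final, and were incubated 18 hours at 37 degrees C. Viability was read by CellTiter-Glo luminescence. Media-only wells were set as complete cell-killing and DMSO as no toxicity.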
MCF10A rereplic – A quantitative high throughput screen for small molecules that induce DNA re-replication in MCF 10a normal breast cells; actives 2.9% (n = 350,000); MCF 10A DNA re-replication, Hoechst nuclear intensity, 48 h; Potency, µM (highest dose often 46.1 µM), without a hit: top-dose activity, positive = re-replication, actives largely listed as activators; note: % of control where 0% means no effect; nearly all actives have a fitted effect of over 50% in size
* marks the source's active call; other numbers are inactive results; i = inactive; ? = inconclusive; . = no result given; [ ] = another dose, or the depositor's remark. Calls come from the whole dose curve; as a rule, active = well fitted curve in the direction sought with a large enough effect; inconclusive = small, poorly fitted or top-dose-only effect, or another doubt; inactive = no such curve, though single readings can be large; an effect the other way counts as inactive or inconclusive. Potency is the fitted concentration of half-maximal effect. A portion of the library (hit frequency here may not be typical).

SMILES	Nrf2 activator	TGFb inhibitor	ATXN viability	A549 tox	Nrf2 block	EPAC2 antagonist	ATXN2 expr inh	HepG2 viability	MCF10A rereplic
COc1cc(NC(=O)CSc2nnc(C)s2)cc(OC)c1OC	2.2%	-2%	i	-5%	12%	5%	3%	10%	4%
O=C(NCc1n[nH]c(=S)n1Cc1ccccc1)c1ccc(Cl)cc1Cl	5.3%	-14%	i	-10%	-2%	14%	.	-12%	4%
COc1ccc(S(=O)(=O)N(C)C)cc1NC(=O)CSC(C)C(=O)Nc1cc(C)on1 (configuration not stated)	-0.5%	5%	?	-6%	-2%	-5%	.	9%	0%
CCN1C(=O)CC(N2CCN(CC(=O)NC(C)C)CC2)C1=O (configuration not stated)	-0.3%	4%	i	2%	-18%	20%	-3%	1%	1%
COc1cc(Nc2ncnc(N)n2)cc(OC)c1	2.4%	0%	i	-3%	-9%	7%	19%	-147%	-3%
CC1CC(C)(C)NC(=S)N1CCC(=O)NCc1ccc(Cl)cc1 (configuration not stated)	-0.1%	16%	i	2%	-8%	-3%	-17%	-4%	-6%
Cc1cccn2c(=O)c3cc(C(=O)NCC4CCCO4)c(=N)n(Cc4cccnc4)c3nc12 (configuration not stated)	1.3%	2%	.	?	4%	1%	-4%	1%	13µM*
CCOc1ccc(C(O)(c2ccccc2OC)C(CN2CCCC2)c2ccccc2)cc1 (configuration not stated)	0.1%	?	?	-10%	1%	-1%	-32%	-9%	?
O=S(=O)(Nc1ccc2c(c1)OCO2)c1ccc(Br)s1	0.8%	1%	i	7%	29%	-1%	17%	-8%	18µM*
CSc1sc(C#N)c2c1/C(=N\O)CCC2	-0.1%	-15%	i	0%	-17%	2%	-4%	10%	12%
C=CC[C@@H](CC(=O)N(CCO)Cc1ccccc1)C(=O)N[C@H](COC(=O)[C@@H](CC=C)CC(=O)OC(C)(C)C)C(C)(C)C	4.7%	-30%	28µM*	?	25%	-10%	?	-15%	21%
Cc1cc(C)n(C(=O)c2ccc(NC(=O)CC(C)C)cc2)n1	-0.8%	0%	i	-5%	-1%	0%	6%	-1%	-4%
CCOc1ccccc1NC(=O)C(CC(C)C)NS(=O)(=O)c1ccc2c(c1)CCN2C(C)=O (configuration not stated)	-0.5%	-4%	i	-4%	?	.	3%	-3%	.
COc1ccccc1CCNC(=O)/C(=C/c1cccnc1)NC(=O)c1ccccc1	0.3%	0%	i	13%	10%	-1%[57.1 µM]	.	3%	8%
CN(CCCC1CCCC1)C(=O)CC1C(=O)NCCN1Cc1ccc(F)cc1 (configuration not stated)	0.7%	-6%	?	0%	-2%	-2%	6%	-26%	15%
Cc1ccc(C)c(NC(=O)C2(C)CCCN2C(=O)C(C)C)c1 (configuration not stated)	0.2%	14%	i	.	.	41%[activator]	7%	5%	.
COc1ccc(CC(=O)Nc2cc(-c3cn4cccnc4n3)ccc2C)cc1OC	0.0%	-24%	.	-13%	.	.	.	-28%	.
Cc1nnc(SCC2=C(C(=O)O)N3C(=O)C(NC(=O)COc4ccccc4)C3SC2)s1 (configuration not stated)	8.5%	-4%	i	4%	11%	-4%	-7%	-4%	7%
CCN1CCCC1CNC(=O)c1cc2c(OC)c(OC)c(OC)cc2[nH]1 (configuration not stated)	0.3%	4%	i	1%	19%	-15%	9%	6%	-7%
CC1(C)C(C=C(Cl)Cl)C1C(=O)Nc1ccc(S(=O)(=O)Nc2ncccn2)cc1 (configuration not stated)	0.0%	0%	i	-5%	-12%	-4%	-4%	-24%	-3%

In a second layout: results already given.
Every second line gives: Nrf2 activator, TGFb inhibitor, ATXN viability, A549 tox, Nrf2 block, EPAC2 antagonist, ATXN2 expr inh, HepG2 viability, MCF10A rereplic
- C=CC[C@@H](CC(=O)N(CCO)Cc1ccccc1)C(=O)N[C@H](COC(=O)[C@@H](CC=C)CC(=O)OC(C)(C)C)C(C)(C)C
→ 4.7%, -30%, 28µM*, ?, 25%, -10%, ?, -15%, 21%
- Cc1cc(C)n(C(=O)c2ccc(NC(=O)CC(C)C)cc2)n1
→ -0.8%, 0%, i, -5%, -1%, 0%, 6%, -1%, -4%
- CCOc1ccccc1NC(=O)C(CC(C)C)NS(=O)(=O)c1ccc2c(c1)CCN2C(C)=O (configuration not stated)
→ -0.5%, -4%, i, -4%, ?, ., 3%, -3%, .
- COc1ccccc1CCNC(=O)/C(=C/c1cccnc1)NC(=O)c1ccccc1
→ 0.3%, 0%, i, 13%, 10%, -1%[57.1 µM], ., 3%, 8%
- CN(CCCC1CCCC1)C(=O)CC1C(=O)NCCN1Cc1ccc(F)cc1 (configuration not stated)
→ 0.7%, -6%, ?, 0%, -2%, -2%, 6%, -26%, 15%
- Cc1ccc(C)c(NC(=O)C2(C)CCCN2C(=O)C(C)C)c1 (configuration not stated)
→ 0.2%, 14%, i, ., ., 41%[activator], 7%, 5%, .
- COc1ccc(CC(=O)Nc2cc(-c3cn4cccnc4n3)ccc2C)cc1OC
→ 0.0%, -24%, ., -13%, ., ., ., -28%, .
- Cc1nnc(SCC2=C(C(=O)O)N3C(=O)C(NC(=O)COc4ccccc4)C3SC2)s1 (configuration not stated)
→ 8.5%, -4%, i, 4%, 11%, -4%, -7%, -4%, 7%
- CCN1CCCC1CNC(=O)c1cc2c(OC)c(OC)c(OC)cc2[nH]1 (configuration not stated)
→ 0.3%, 4%, i, 1%, 19%, -15%, 9%, 6%, -7%
- CC1(C)C(C=C(Cl)Cl)C1C(=O)Nc1ccc(S(=O)(=O)Nc2ncccn2)cc1 (configuration not stated)
→ 0.0%, 0%, i, -5%, -12%, -4%, -4%, -24%, -3%

Random excerpt: two records from the list, in no set order.
SMILES	Nrf2 activator	TGFb inhibitor	ATXN viability	A549 tox	Nrf2 block	EPAC2 antagonist	ATXN2 expr inh	HepG2 viability	MCF10A rereplic
O=C(NCc1n[nH]c(=S)n1Cc1ccccc1)c1ccc(Cl)cc1Cl	5.3%	-14%	i	-10%	-2%	14%	.	-12%	4%
Cc1nnc(SCC2=C(C(=O)O)N3C(=O)C(NC(=O)COc4ccccc4)C3SC2)s1 (configuration not stated)	8.5%	-4%	i	4%	11%	-4%	-7%	-4%	7%

Going on with the list.
SMILES	Nrf2 activator	TGFb inhibitor	ATXN viability	A549 tox	Nrf2 block	EPAC2 antagonist	ATXN2 expr inh	HepG2 viability	MCF10A rereplic
CC1CN(C(=O)Nc2ccc3c(c2)OCCO3)CC(C)O1 (configuration not stated)	4.3%	4%	i	-2%	26%	-3%	11%	-26%	-3%
O=[N+]([O-])C(=C1SCCS1)C(=C(Cl)Cl)N1CCCCC1	-0.3%	5%	i	-10%	-13%	?	-26%	-9%	18%
COc1cccc(C(=O)CSc2nnc(CNS(=O)(=O)c3ccc(C)cc3)n2C)c1	9.0%	0%	i	0%	5%	10%	15%	1%	?
CC(Oc1cccc(Cl)c1)C(=O)Nc1ccncc1 (configuration not stated)	0.2%	-12%	i	26%	-19%	-10%[57.1 µM]	.	-21%	-4%
O=c1c2sccc2nc(SCc2cc(=O)n3ccccc3n2)n1-c1ccc(Br)cc1	-0.2%	-15%	?	-17%	?	7%	-7%	-8%	8%
CCOc1cc(CN2CCN(C(=O)CC(C)C)CC2)ccc1OC	2.5%	5%	i	-15%	-10%	-1%	-2%	0%	-1%
O=C(CSc1nnnn1-c1ccccc1)N1CCNC1=O	0.6%	0%	i	19%	?	-3%	.	-27%	0%
CC(=O)C1=C(c2ccc(Br)cc2)N(C(C)=O)n2c(nnc2C2CCCCC2)S1	0.8%	0%	.	0%	.	.	.	8%	.
COc1ccccc1OCc1ccc(C(=O)N2CCCCC2)o1	0.0%	-6%	i	9%	7%	1%	26%	-7%	9%
CCOc1ccc(NC(=O)C2CC(=O)NC(N3CCc4ccccc43)=N2)cc1 (configuration not stated)	0.3%	0%	i	-10%	-3%	4%	2%	0%	1%
CN(C)c1ccc(C(=O)N2CCN(c3cc(C(F)(F)F)nc4ccccc34)CC2)cc1	0.5%	0%	?	-2%	-12%	-4%	?	1%	15%
c1ccc(CCNc2c3c(nc4ncnn24)CCC3)cc1	2.0%	?	i	-1%	-25%	8%	-6%	-38%	-10%
Cc1nc(NC(=O)c2ccccc2)sc1-c1csc(NCCc2ccccc2)n1	2.7%	7%	i	-15%	?	7%	-22%	-36%	?
Cc1ccc(CN(CC(=O)NC2CCCC2)C(=O)CSc2nnc(COc3ccccc3)o2)cc1	-0.2%	-1%	i	-9%	2%	0%	-14%	-4%	?
O=C(Nc1ccccc1C(=O)Nc1nncs1)c1ccccc1	-1.1%	-19%	i	-1%	-31%	7%	-18%	2%	?
CCOC(=O)CSC1=N/C(=C/c2ccc(-n3cncn3)cc2)C(=O)N1C(C)=O	-0.3%	9%	.	-9%	?	1%	.	5%	11%
CC(C)CC(=O)Nc1ccc(C(=O)COc2ccc(-c3nnco3)cc2)cc1	-0.6%	11%	i	2%	-10%	9%	1%	-24%	15%
CCCCn1nc(C(=O)N(C)CC(=O)Nc2cccc(F)c2)c2ccccc2c1=O	1.9%	-4%	i	-9%	-11%	-2%	-1%	-6%	15%
COc1ccc([N+](=O)[O-])cc1/C=N/NC(=O)c1nonc1N	2.6%	?	i	-1%	-8%	18%	-13%	-21%	16µM*
Cc1cccc(NC(=O)N[C@@H](C)C(=O)O)c1	-1.0%	-7%	i	20%	?	1%	-7%	8%	1%
O=C(CSc1nc2ccc(Cl)cc2[nH]1)Nc1ccc2[nH]c(=O)[nH]c2c1	6.9%	-12%	i	0%	?	0%	-2%	8%	6%
CC(C)C[C@H](NC(=O)c1nc[nH]c1C(=O)NC(c1ccccc1)c1ccccc1)C(=O)OC(C)(C)C	-3.4%	?	?	?	?	-25%	?	0%	?
C#CCOCCOCCOCCNc1nc(N2CCN(C(=O)CCCCCCCCCCNC(=O)[C@H](CO)n3cc(CCCSC)nn3)CC2)nc(N2CCN(C(=O)CCCCCCCCCCNC(=O)[C@H](CCCN=C(N)N)n3cc(C[C@@H](C)CC)nn3)CC2)n1	-2.1%	?	11µM*	?	?	?	11µM*	10µM*	5%
